SRC2 TRFRET art: flags TR-FRET format artefacts in PPARgamma SRC-2 recruitment agonist screen. TR-FRET ratio at 8 µM. 200,000 tested, 0.4% active. TR-FRET artefact counter-screen; hits give high values; in the data active = TR-FRET ratio above about 2000; also: inactives centre near 1500
PPARg SRC-2 ag: promotes SRC-2 coactivator recruitment by human PPARgamma; P37231; PPARgamma LBD-SRC-2 recruitment, biochemical; activation, % at 8 µM; 200,000 tested, 0.34% active; AID 1032; in the data active = activation above about 22%;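 also: 0% = vehicle and 100% = reference agonist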
Target sequence (P37231 whole entry, looked up, the tested form may be a part): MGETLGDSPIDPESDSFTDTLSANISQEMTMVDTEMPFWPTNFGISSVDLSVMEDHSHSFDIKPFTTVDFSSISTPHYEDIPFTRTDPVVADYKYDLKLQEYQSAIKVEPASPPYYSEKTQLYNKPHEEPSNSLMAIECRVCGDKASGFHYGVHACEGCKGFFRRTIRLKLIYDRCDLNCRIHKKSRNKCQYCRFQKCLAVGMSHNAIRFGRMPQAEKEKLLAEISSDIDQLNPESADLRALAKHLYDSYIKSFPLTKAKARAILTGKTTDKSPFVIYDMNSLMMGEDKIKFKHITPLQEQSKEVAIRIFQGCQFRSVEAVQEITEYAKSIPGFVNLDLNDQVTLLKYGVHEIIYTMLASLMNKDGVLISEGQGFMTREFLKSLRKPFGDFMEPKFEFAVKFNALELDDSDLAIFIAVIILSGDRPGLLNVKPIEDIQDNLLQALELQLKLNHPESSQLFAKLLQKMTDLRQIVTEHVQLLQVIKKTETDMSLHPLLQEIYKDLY
TLR4 MyD88 comp: TLR4-MyD88 interaction inhibition in cells | AID 861 | inhibition, % at 8.4 µM | HeLa CL3-4 TLR4/MyD88 BLA complementation, FRET ratio | 200,000 tested, 0.18% active; in the data active = inhibition above about 25%;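 also: 0% = vehicle and 100% = reference inhibitor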
RAM inhibit: inhibitors of the yeast RAM network. S. cerevisiae dse1pr::URA3 reporter, 5-FOA growth OD615, 2 d; analog-sensitive cbk1-as2 kinase mutant strain. inhibition, % at 50 µM. 190,000 tested, 1.8% active. AID 868;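 active = inhibition above a set limit, 3 SD over mean compound inhibition, cut at about 8.4% in these data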;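 also: 0% = DMSO-only wells with no growth and 100% = 10 µM 1-NA-PP1 full growth; inhibition rescues growth on 5-FOA so higher OD means more RAM inhibition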
ROMK primary: human ROMK K+ channel modulation, primary screen. P48048. Tet-inducible ROMK, thallium flux fluorescence; actives lie on both sides. AID 1918. 130,000 tested, 2% active. B-score at 10 µM;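 active = signal ratio slope over the read window, or its plate-corrected B-score, at least 3 SD from the plate mean, either direction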;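 also: B-score of the F/F0 ratio slope over 7 to 12 s after thallium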
PPARg SRC-3 ag: agonists of human PPARgamma SRC-3 coactivator recruitment; activation, % at 8 µM; 200,000 tested, 0.26% active; AID 731; P37231; biochemical PPARgamma/SRC-3 coactivator recruitment assay; in the data active = activation above about 23%;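 also: 0% = DMSO and 100% = reference agonist; some compounds past the cut are filed as inactive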
STAT3 activator: STAT3 signaling activation; U3A cells, IL-6 STAT3-luciferase reporter, luminescence; 100% = signal with IL-6 EC80 alone; activation (% of control), % at 5.6 µM; 190,000 tested, 0.91% active; AID 871;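 active = activation above the screen-wide mean of compound activation plus 3 SD, cut at about 130% in these data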;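 also: 0% = background luminescence of wells with medium and substrate only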
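Material: STAT3-luciferase reporter U3A cells; Probe or stimulus: IL-6 (33 ng/mL); Incubation: compound pre-incubation 1 h before IL-6, then 6 h stimulation at 37 °C; Technique: luminescence from STAT3-driven luciferase reporter; Evaluation: % activation versus median of IL-6-stimulated wells; Controls: IL-6-only high control.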
STAT3 inh: STAT3 signaling inhibition; inhibition, % at 5.5 µM; 190,000 tested, 0.89% active; U3A cells, IL-6 STAT3-luciferase reporter, luminescence; host cell line lacks STAT1;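 active = inhibition above the mean inhibition across all screened compounds plus 3 SD, cut at about 44% in these data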;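 also: 0% = DMSO only wells and 100% = 100 µM nifuroxazide control wells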
S1P3 antagonist: S1P3 (human) receptor antagonism; Q99500; CHO S1P3 NFAT-BLA reporter, FRET fluorescence, antagonist mode; inhibition, % at 4.98 µM; 170,000 tested, 0.27% active;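 active = inhibition above the plate cutoff, the mean inhibition of test wells on that plate plus 3 SD, cut at about 28% in these data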;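 also: cells challenged with S1P at its EC80 of 0.8 µM; blue over green emission ratio from cleaved BLA substrate after 4 h stimulation; 0% = S1P-stimulated wells and 100% = unstimulated DMSO-only wells; some compounds past the cut are filed as inactive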
Target sequence (Q99500 whole entry, looked up): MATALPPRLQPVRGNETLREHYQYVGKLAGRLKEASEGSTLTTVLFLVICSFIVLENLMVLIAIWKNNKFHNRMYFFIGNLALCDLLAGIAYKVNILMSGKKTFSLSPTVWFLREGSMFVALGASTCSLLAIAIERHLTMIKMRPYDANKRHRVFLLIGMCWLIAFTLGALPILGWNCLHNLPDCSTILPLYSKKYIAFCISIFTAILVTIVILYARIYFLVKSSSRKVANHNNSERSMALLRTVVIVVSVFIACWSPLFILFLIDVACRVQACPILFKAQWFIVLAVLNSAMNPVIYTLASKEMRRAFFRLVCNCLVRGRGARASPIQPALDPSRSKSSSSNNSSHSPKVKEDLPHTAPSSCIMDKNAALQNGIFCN
PPARg SRC-1 ag: PPARgamma-driven SRC-1 recruitment agonism; 200,000 tested, 0.41% active; PPARgamma-SRC-1 coactivator recruitment biochemical assay; AID 631; P37231; activation, % at 8 µM; in the data active = activation above about 19%;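 also: 0% = DMSO and 100% = reference agonist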
STAT1 inh: reduces IFN-gamma driven STAT1 reporter signal | 200,000 tested, 0.35% active | inhibition, % at 5.5 µM | NIH 3T3 STAT1-luciferase reporter, luminescence;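 active = inhibition above a set limit, the mean inhibition across all tested compounds plus 3 SD, cut at about 34% in these data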;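 also: 0% = IFN-gamma with DMSO and 100% = IFN-gamma with 300 µM nifuroxazide; values of inactives mirror those of a sister screen read the other way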
An asterisk follows results filed as active; · = no result given.

SMILES	SRC2 TRFRET art	PPARg SRC-2 ag	TLR4 MyD88 comp	RAM inhibit	ROMK primary	PPARg SRC-3 ag	STAT3 activator	STAT3 inh	S1P3 antagonist	PPARg SRC-1 ag	STAT1 inh
Cc1ccc(OCC(=O)Nc2ccc(S(=O)(=O)N3CCN(C)CC3)cc2)cc1	1514	9	5	2.3	0.058	12	102	1	·	-3	5
COc1ccc(NC(=O)NCCCN2CCN(c3cc(C)ccc3C)CC2)cc1	1521	-4	-5	1.5	·	4	107	-10	6	0	-3
Cc1ccc(NC(=O)c2cnccn2)cc1S(=O)(=O)N(C)C	1388	-3	-2	-0.6	1.3	-5	106	-7	-9	-5	-2
Cc1ccc(CNC(=O)COC(=O)c2ccc(S(=O)(=O)N(C)C)cc2)cc1	1549	4	-2	1.7	0.7	1	102	-1	-5	5	6
Cc1ccc(-c2nnc(-c3ccc(NC(=O)Cc4cccs4)cc3)o2)cc1	1616	5	-10	0.3	0.081	1	105	-1	·	4	-9
CCOc1cccc2cc(-c3csc(NC(=O)CCC(=O)NCCN4CCCCC4C)n3)c(=O)oc12 (configuration not stated)	1401	1	7	0.4	-1.3	4	107	5	-11	3	-50
O=C(Nc1cccc2oc(=O)ccc12)c1ccc([N+](=O)[O-])cc1[N+](=O)[O-]	1597	1	-3	4.8	-0.77	5	103	-2	3	1	16
CCOC(=O)Nc1ccc2c(c1)N(C(=O)CCN(C)C)c1ccccc1S2	1918	12	0	3.5	-1.3	10	98	5	-11	-3	13
O=C(CCN1CCN(c2ccccn2)CC1)Nc1ccc(F)cc1	1535	-4	6	1.2	·	0	97	7	-5	-7	4
CCOC(=O)C(C)Sc1ccc2nnc(CCNS(=O)(=O)c3ccc(C)cc3)n2n1 (configuration not stated)	1547	1	15	1.2	0.61	6	99	7	0	12	9
Cc1ccc(OCc2ccc(C(=O)Nc3c(C)nn(Cc4c(F)c(F)c(F)c(F)c4F)c3C)o2)c([N+](=O)[O-])c1	1400	-8	-9	6.1	·	3	91	18	·	-2	12
COc1ccccc1CCNC(=O)CSc1ccc(-c2cccs2)nn1	1752	7	3	4.4	-0.0055	9	113	-12	3	7	0
O=P(O)(CCc1ccccn1)CN1CCCCC1	1606	-5	3	-0.4	0.26	-5	104	0	12	4	-2
CC1CCN(c2cc(C#N)c(C#N)cc2[N+](=O)[O-])CC1	1585	-6	9	3.8	-0.093	-5	92	13	·	0	11
C=C(C)C(=O)OCC(=O)NCc1ccccc1	1638	-5	1	2.7	-0.7	-1	106	2	-10	1	-7
CC(C)(C)Sc1ccc(/C=N/O)cc1[N+](=O)[O-]	1695	3	15	-0.8	-1.9	2	106	0	-9	-2	-5
O=C(NCc1ccc(Cl)cc1)C1C2C=CC3(CN(Cc4cccnc4)C(=O)C13)O2 (configuration not stated)	1688	4	-13	-0.1	·	15	103	2	·	-7	-3
Cc1nn(-c2cc(C)c3ccccc3n2)c2c1CCC2	1453	11	4	3.0	0.82	-11	91	14	-10	4	-3
CCC(=O)N1N=C(c2cccs2)CC1c1ccco1 (configuration not stated)	1565	5	-2	0.4	-0.75	0	116	-15	5	0	6
CCCn1c(SCC(=O)N2N=C3/C(=C/c4ccc(OC)cc4)CCCC3C2c2ccc(OC)cc2)n[nH]c1=O (configuration not stated)	1697	12	-13	6.5	·	1	105	-6	-3	-6	2
CCOC(=O)C(C(=O)N1CCOCC1)C1CCCCC1 (configuration not stated)	1571	4	5	2.3	-0.24	7	106	-4	-8	4	-4
CCOC(=O)CN(C(=O)CSc1nnc2c(n1)[nH]c1ccc(F)cc12)c1ccccc1	1624	7	-18	3.9	·	8	103	1	·	6	5
CC(C)C(=O)Nc1ccc(NC(=S)NC(=O)c2ccc([N+](=O)[O-])cc2)cc1	1787	7	5	0.5	0.56	3	92	16	·	4	4
C=CCn1c(SCC(=O)c2ccc(NS(=O)(=O)c3ccccc3)cc2)nnc1-c1cccs1	1525	-4	3	3.8	0.56	-5	101	3	·	-5	-2
COCCN(C(=O)CSc1nnc(-c2cccc(OC)c2)n1C)c1c(N)n(Cc2ccccc2)c(=O)[nH]c1=O	1455	1	-5	1.1	0.16	1	110	-8	-4	-8	1
Cc1cc(C)c(C#N)c(Oc2ccccc2Br)n1	1674	9	4	1.7	0.13	2	106	-3	-1	10	0
Cc1[nH]c2ccccc2c1C(=O)Cn1c(=O)oc2ccccc21	1637	10	3	1.6	-0.67	4	86	16	·	8	3
O=c1sc2ccccc2n1COc1ccccc1	1528	-1	-7	·	-1.3	5	91	18	-1	-4	-2
CC(=O)N1N=C(C)CC1c1ccc(OCc2ccccc2)cc1 (configuration not stated)	1589	1	-8	-1.1	·	3	94	11	8	3	0
O=C(COc1ccc2ccccc2c1)N1CCN(C(=O)c2ccc([N+](=O)[O-])cc2)CC1	1487	6	-10	3.5	·	1	98	7	3	0	6
CCNC(=O)c1ccc2c(c1)S(=O)(=O)c1ccccc1C2=O	1805	13	14	2.0	-0.36	10	96	6	85*	10	-5
O=C(COc1ccc2ccccc2c1Br)Nc1ncn[nH]1	1557	7	9	-0.1	·	-1	98	8	-12	-1	-8
O=C(Nc1ccc(Cl)cn1)c1ccc(COCC(F)(F)C(F)F)o1	1464	5	2	-0.1	·	3	107	-6	14	2	-5
O=S(=O)(Nc1cccc(-c2nc3cccnc3s2)c1)c1ccc2c(c1)OCCO2	1709	5	17	5.9	·	-3	98	8	-1	-6	3
Cc1cc(Br)ccc1NC(=O)c1ccccc1-c1ccccc1	1654	5	5	3.5	·	7	97	0	6	4	5
COc1cc2nc(C)sc2cc1SC	1406	4	5	1.9	-1.2	0	102	4	-5	1	-2
C=CCN1C(=O)C2(C(C#N)=C(N)Oc3n[nH]c(CCC)c32)c2ccccc21 (configuration not stated)	1563	-2	-1	0.6	·	-5	103	0	12	6	-2
CCN(Cc1ccccc1)C(=O)Cn1c(=O)n(CC(=O)NCc2ccco2)c(=O)c2sccc21	1706	3	14	0.8	·	1	97	9	-4	2	-2
O=C(OCCN1C(=O)c2ccccc2C1=O)C1CCN(S(=O)(=O)c2cccs2)CC1	1541	-3	6	0.8	1.1	-11	102	2	·	1	-1
CCOC(=O)C1CCCN(C(=O)c2ccc(C)c([N+](=O)[O-])c2)C1 (configuration not stated)	1587	1	8	0.3	-0.98	8	76	31	0	6	12
COc1cc(C2Nc3ccccc3C(=O)N2c2ccc(Cl)cc2)c(Cl)cc1OCC(=O)O (configuration not stated)	1554	4	4	3.4	1.7	2	115	-12	1	5	-43
O=C(O)/C=C/c1ccc(S(=O)(=O)Nc2ccc(C(=O)NCC(=O)O)cc2)cc1	1450	-4	0	-0.8	-0.042	3	106	-6	-21	-9	0
O=C(CCc1nc(-c2ccccc2)no1)NC1CCCCC1	1552	10	-13	1.4	·	12	98	4	·	3	2
Cc1cccc(Nc2ccccc2C(=O)OCC(=O)N(C)C2CCS(=O)(=O)C2)c1C (configuration not stated)	1321	0	8	0.3	·	-6	100	0	·	1	-2
NC(=O)C(=O)NCCCN1CCOCC1	1533	5	6	1.0	·	-9	106	-6	0	5	-9
CCc1ccc2nc3sc(C(=O)Nc4nnc(CC)s4)c(N)c3cc2c1	1539	10	12	9.0*	·	10	108	-9	·	3	-10
CC(C)c1ccccc1OCCNS(C)(=O)=O	1509	-3	20	0.4	·	8	102	7	-5	-5	-3
CCOC(=O)c1c(C)[nH]c(C(=O)COC(=O)[C@H](C)NC(=O)c2ccccc2Cl)c1C	1586	3	-11	1.0	·	0	96	9	-8	-6	-8
CC(=O)Nc1ccc(Sc2ncccc2C(=O)Nc2cc(Cl)cc(Cl)c2)cn1	1607	2	12	4.8	·	3	100	9	·	2	-9
CN(C)S(=O)(=O)c1ccc(NC(=O)CSc2nc3ccccc3n2-c2ccccc2)cc1	1646	1	-3	6.1	1.2	3	101	-3	11	-2	7
CC/C(=N\NC(=O)CSCc1ccccc1Br)c1ccc2c(c1)OCCO2	1549	-1	-6	7.2	-0.34	6	99	2	·	2	-4
CC(=O)Nc1ccc2nc(N)sc2c1	1652	9	-1	1.3	·	-1	128	-33	·	1	0
Cc1ccc2nc(-c3ccccc3)c(CN3CCSCC3)n2c1	1650	8	18	-1.0	-0.39	1	109	-7	6	1	7
